Assay outcomes deposited in PubChem BioAssay by several laboratories.
NPY1 pot ag: potentiates or activates human NPY-Y1 receptor; P25929; NPY-Y1 expressing cells, potentiator/agonist activation; activation, % at 3.6 µM; 220,000 compounds, 0.37% hits; in the data active = activation above about 33%, passing the limit was not always enough;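 note: cells stimulated with NPY at EC10 then isoproterenol at EC100; 0% = low agonist plus stimulus and 100% = saturating agonist plus stimulus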
Target sequence (P25929 whole entry, looked up): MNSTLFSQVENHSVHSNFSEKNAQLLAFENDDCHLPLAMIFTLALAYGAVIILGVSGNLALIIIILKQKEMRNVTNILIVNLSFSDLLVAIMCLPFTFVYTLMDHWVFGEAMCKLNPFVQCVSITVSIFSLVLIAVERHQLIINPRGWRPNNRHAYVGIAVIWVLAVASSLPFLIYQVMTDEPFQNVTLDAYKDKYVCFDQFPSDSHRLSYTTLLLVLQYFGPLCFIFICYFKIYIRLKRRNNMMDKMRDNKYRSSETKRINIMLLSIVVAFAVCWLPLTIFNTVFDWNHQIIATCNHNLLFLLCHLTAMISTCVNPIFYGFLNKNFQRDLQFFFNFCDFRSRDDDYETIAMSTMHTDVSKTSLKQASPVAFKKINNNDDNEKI
RBBP9 inhibitor: human RBBP9 hydrolase inhibition. O75884. recombinant RBBP9, FP-Rh probe fluorescence polarization. inhibition, % at 7.94 µM. 220,000 compounds, 0.2% hits;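 active = inhibition above the campaign mean of all tested compounds plus 3 SD, cut at about 14% in these data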;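 note: plate controls were DMSO wells with RBBP9 for no effect and wells lacking RBBP9 protein for full effect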
Target sequence (O75884 whole entry, looked up): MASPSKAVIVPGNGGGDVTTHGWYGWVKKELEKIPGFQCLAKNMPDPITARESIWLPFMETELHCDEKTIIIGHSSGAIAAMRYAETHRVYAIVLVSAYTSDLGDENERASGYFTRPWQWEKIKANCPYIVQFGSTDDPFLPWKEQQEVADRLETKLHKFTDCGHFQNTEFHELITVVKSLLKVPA
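Test system – recombinant human RBBP9 · Input – RBBP9 2.5 µM in dispensing solution, pre-mixing · Medium – Tris buffer pH 8.0, NaCl, Pluronic · Schedule – preincubation 30 min plus labeling 45 min at 25 °C · Measured by – fluorescence polarization · Measure – % inhibition · Controls – DMSO and no-protein wells · Replicates – one well per compound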
Mdm2 ligase inh: Mdm2 E3 ligase (human) inhibition; 210,000 compounds, 0.11% hits; cell-based MDM2 ubiquitination luciferase reporter, 2 h; 0 = plate control, 100 = twice control, blank-subtracted; signal enhancement, % at 5 µM; Q00987;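 active = signal enhancement of 30% or more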;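 note: luminescence tracks abundance of the self-degrading MDM2-luciferase fusion protein; higher signal means inhibition of MDM2 E3 ligase activity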
Target sequence (Q00987 whole entry, looked up, the tested form may be a part): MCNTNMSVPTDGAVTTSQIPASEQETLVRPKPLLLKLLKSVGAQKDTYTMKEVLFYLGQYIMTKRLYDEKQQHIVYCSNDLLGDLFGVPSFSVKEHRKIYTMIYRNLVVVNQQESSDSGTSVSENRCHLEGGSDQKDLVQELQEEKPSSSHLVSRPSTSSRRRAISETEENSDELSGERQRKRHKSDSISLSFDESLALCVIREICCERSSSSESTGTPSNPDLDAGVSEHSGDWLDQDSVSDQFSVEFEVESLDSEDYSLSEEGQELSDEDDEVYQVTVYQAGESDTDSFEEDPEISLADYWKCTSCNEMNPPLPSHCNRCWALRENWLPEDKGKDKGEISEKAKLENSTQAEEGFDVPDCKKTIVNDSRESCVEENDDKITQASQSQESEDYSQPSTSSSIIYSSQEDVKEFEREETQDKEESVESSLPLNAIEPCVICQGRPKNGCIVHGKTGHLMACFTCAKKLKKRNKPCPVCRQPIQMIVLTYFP
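Assay system: mammalian cells stably expressing self-ubiquitinating, self-degrading MDM2 E3–luciferase fusion. Quantity: 2000 cells in each well. Medium: DMEM culture medium. Compound dosing: single-point 5 µM. Timing: cell settling 4 h, compound treatment 2 h, both 37 °C. Technique: luciferase luminescence. Read-out basis: percent signal gain over controls, blank-subtracted. Benchmarks: plate controls and plate blanks.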
NPY2 pot ag: potentiates or activates human NPY-Y2 receptor; P49146; cells expressing NPY-Y2, potentiator/agonist read-out; activation, % at 3.6 µM; 220,000 compounds, 0.45% hits; AID 1359; in the data active = activation above about 27%;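 note: cells stimulated with NPY near EC25 plus isoproterenol at EC100; 0% = vehicle plus submaximal agonist and 100% = vehicle plus saturating agonist; some results beyond the cut were filed as inactive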
Runt-SMMHC FRET: blocks binding of human RUNX1 Runt domain to CBFb-SMMHC | inhibition, % at 20 µM | AID 1434 | Cerulean-Runt/Venus-CBFb-SMMHC FRET ratio 530/480, 1 h | 220,000 compounds, 0.74% hits | Q01196+Q13951;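 active = mean inhibition across duplicate retests at 20 µM reaching about 50%, limit read from the data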;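 note: 0% = DMSO wells and 100% = wells with excess untagged CBFb-SMMHC; inhibitors lower the FRET ratio by blocking Runt binding to CBFb-SMMHC; some results filed as inactive read as strong as hits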
p97 ATPase inh: inhibitors of human p97 ATPase. 220,000 compounds, 0.42% hits. recombinant p97 ATPase, Kinase-Glo ATP luminescence, 3 h. inhibition, % at 8 µM. P55072; in the data active = inhibition above about 15%;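 note: 0% = DMSO vehicle and 100% = wells lacking enzyme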
NPY-Y1 antag: NPY-Y1 (human) receptor antagonism; AID 1040; inhibition, % at 3.6 µM; HEK293-CNG Y1 cells, membrane potential fluorescence; NPY at EC95, then isoproterenol; 200,000 compounds, 1% hits;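 active = inhibition above the campaign mean inhibition of all tested compounds plus 3 SD, cut at about 20% in these data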;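 note: 0% = DMSO wells given NPY plus isoproterenol and 100% = isoproterenol alone without NPY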
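Test system – HEK293 Y1/CNG channel cell line · Also added – NPY agonist 25 nM, then isoproterenol 1 µM plus Ro 20-1724 25 µM · Compound dosing – one concentration, 3.6 µM, in 0.4% DMSO · Schedule – compound incubation 1 h at room temperature, readout 45 min post-stimulation · Technique – fluorescence, membrane potential probe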
Hck Nef HTS: inhibitors of human Hck kinase activated by Nef | P08631 | Recombinant Hck-YEEI plus Nef, Z-Lyte FRET kinase assay | inhibition, % at 20 µM | 220,000 compounds, 0.68% hits;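 active = Hck-Nef kinase inhibition above about 50%, limit read from the data; inactive = inhibition below that limit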;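 note: 0% = DMSO with Hck plus Nef and 100% = Hck alone without Nef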
Runt-CBFb FRET: blocks binding of human RUNX1 Runt domain to CBFb. 220,000 compounds, 0.46% hits. inhibition, % at 20 µM. Cerulean-Runt/Venus-CBFb FRET ratio 530/480, 1 h;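 active = inhibition over about 50% at 20 µM in the single-dose screen, limit read from the data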;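 note: 0% = DMSO wells and 100% = excess unlabeled CBFb competitor control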
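Reagent – Venus-CBFb binding partner, 100 nM · Assay system – Cerulean-tagged RUNX1 Runt domain (FRET donor) fusion protein · Input – 100 nM per protein · Incubation – two 1 h room-temperature incubations shielded from light · Measured by – FRET fluorescence · Medium – Tris buffer pH 7.5 with salts and BSA · Benchmarks – unlabeled CBFb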
* marks the source's active call; other numbers are inactive results; . = no result given.

no. | smiles | NPY1 pot ag | RBBP9 inhibitor | Mdm2 ligase inh | NPY2 pot ag | Runt-SMMHC FRET | p97 ATPase inh | NPY-Y1 antag | Hck Nef HTS | Runt-CBFb FRET
1 | CCOC(=O)C1CCN(C(=O)N(CC)CC)CC1 | -3 | 1 | -6 | -6 | 1 | 2 | -4 | 2 | 1
2 | CN1CCCCCC1=Nc1ccccc1C#N | -19 | -9 | -9 | -1 | -3 | 2 | 9 | 2 | -1
3 | NC(=O)C1CCN(Cc2nnnn2Cc2ccco2)CC1 | 11 | 0 | -7 | -2 | 3 | 4 | -3 | -2 | 3
4 | NC(=O)[C@H]1CC2(CC(c3cccc(NC(=O)COc4ccc(Cl)cc4)c3)=NO2)CN1C(=O)c1ccccc1C(=O)c1ccccc1 (some centres undefined) | . | . | -9 | . | -11 | . | . | 37 | -6
5 | COc1ccc2c(c1)c(/C=N/Nc1ccc(C(=O)O)cc1)c(C)n2C | 28 | -7 | -9 | 4 | -8 | 6 | . | 31 | 1
6 | COc1ccc(-c2cc(C(F)(F)F)c(C#N)c(SCC(=O)O)n2)cc1 | 6 | -4 | -5 | -3 | -1 | 2 | -3 | 27 | 0
7 | COC1(NS(=O)(=O)c2ccc(Br)cc2)C(C)=CC(=O)C=C1C | 1 | -14 | -11 | -6 | 30 | 0 | 1 | 11 | 9
8 | COc1ccccc1NC(=O)N1c2ccc(F)cc2CCC1C (centres undefined) | -29 | 0 | -1 | 3 | -1 | -1 | 6 | 1 | 0
9 | NNC(=O)c1ccc([N+](=O)[O-])c(CS(=O)(=O)c2ccc(Cl)cc2)c1 | -1 | -4 | 0 | 19 | 1 | -2 | -1 | 0 | 2
10 | COC(=O)C(C)(C)NC(=O)c1cccs1 | 14 | 4 | -11 | 1 | -5 | 6 | 4 | -21 | 0
11 | Cc1ccc(OCC(=O)Nc2ccc([N+](=O)[O-])cc2)cc1 | -33 | -7 | -1 | 4 | 3 | 2 | 2 | 6 | -5
12 | CCOc1ccc(C(=O)Nc2nc(C)c(C(=O)OC)s2)cc1 | -3 | 1 | -27 | 9 | 1 | 0 | . | 7 | 3
13 | COc1cccc2cc(C(=O)Nc3cccnc3N3CCOCC3)c(=O)oc12 | 2 | -1 | -8 | -5 | -3 | 3 | -5 | 8 | 1
14 | CCOc1cc(/C=C/c2cc(C(=O)O)c3ccccc3n2)ccc1OC | -6 | -3 | -31 | 0 | 82 | 6 | 2 | 1 | -23
15 | CCCc1nc(Cl)c(C#N)c2c1CCCC2 | 8 | -6 | -18 | 6 | -1 | 0 | 1 | 0 | 0
16 | COc1ccc(CN(C)CC(=O)Nc2cc3oc4ccccc4c3cc2OC)c(OC)c1 | -8 | -13 | -8 | -21 | -2 | -5 | 3 | 0 | -3
17 | CC1(C)Cc2c(c(=S)nc(-c3ccccc3)n2CCOCCO)CO1 | 5 | -11 | -17 | 10 | 1 | 6 | 1 | -1 | -1
18 | CN(C)c1ccc(C2N(c3ccc(F)cc3)C(=O)C3CCCN32)cc1 (centres undefined) | -6 | -5 | -12 | -2 | -4 | 5 | 12 | 7 | 1
19 | CN1CCN(c2ccccc2NC(=O)c2cc(Br)ccc2Cl)CC1 | -13 | -7 | -3 | -9 | 2 | -4 | 2 | -2 | 1
20 | CCC(Oc1ccccc1)C(=O)Nc1ccccc1OC (centres undefined) | -14 | -2 | 6 | -2 | 2 | 1 | 9 | 4 | 0
21 | Cc1ccc(/C=N/NC(=S)NCCc2ccccc2)s1 | -27 | 3 | 3 | -14 | 0 | 4 | 6 | -5 | -1
22 | O=C(CSc1nc2c(c(=O)n1-c1ccc(Cl)cc1)SCC2)Nc1nccs1 | 12 | -7 | 2 | -4 | -10 | 3 | 4 | 1 | 1
23 | Cc1ccc(CNc2ccc(N3CCOCC3)cc2)s1 | 8 | -2 | -20 | 16 | 1 | -3 | 1 | 6 | 6
24 | COCCn1c(/C=C/c2ccccc2)nc2ccccc21 | 7 | 1 | -27 | -15 | 3 | -5 | 0 | 8 | -1
25 | COC(=O)c1c(NC(=O)Cc2cccs2)sc2c1CCC(C)C2 (centres undefined) | -17 | -3 | 0 | 0 | 18 | 4 | 2 | 3 | 15
26 | COCCNC(=O)Cn1nc(C(F)(F)F)c(Br)c1C | 15 | -9 | -17 | -9 | 0 | -1 | -1 | 4 | -1
27 | Cn1c(=O)c2c(nc(CN3CCOCC3)n2CCN2CCOCC2)n(C)c1=O | 4 | -3 | 8 | 6 | -7 | 9 | 0 | 0 | 0
28 | O=C(c1cccc(S(=O)(=O)N2CCOCC2)c1)N(Cc1ccc(F)cc1)Cc1ccco1 | -2 | -10 | -9 | -1 | 2 | -3 | 9 | 1 | 0
29 | COc1cc(CCC(=O)OCC(=O)NC(=O)c2ccc(Cl)cc2)cc(OC)c1OC | 7 | -7 | -11 | 8 | -6 | 5 | 1 | 15 | -3
30 | Cc1ccc(/C=N/NC(=O)c2cccc(S(=O)(=O)Nc3ccccc3Cl)c2)s1 | 6 | 6 | -16 | -2 | -39 | -2 | 12 | 5 | 2
31 | Cc1nc2ccccc2nc1OCC(=O)Nc1ccc2ccccc2c1 | -6 | -11 | -14 | 8 | -1 | -3 | 4 | -3 | -4
32 | CCCCN1C(=O)/C(=C/C=C2\Oc3ccccc3N2CC)SC1=S | 6 | 1 | 2 | -4 | -47 | 5 | -2 | 24 | 4
33 | CCC(C)NC(=O)[C@H](CSCc1ccccc1)N1Cc2ccccc2C1=O (some centres undefined) | 0 | -12 | . | 10 | 0 | -7 | 1 | 1 | -1
34 | Cc1ccc(N2C(=O)CSC2c2ccccn2)cc1Cl (centres undefined) | 3 | -9 | -13 | 25 | -10 | -2 | 3 | 0 | -2
35 | Cc1cc(-c2nnc(SCC(=O)c3ccc4c(c3)OCCO4)o2)no1 | -22 | -1 | -28 | -6 | 1 | 9 | -1 | 2 | -1
36 | C=CCNC(=O)COc1ccc(Oc2ccccc2)cc1 | -7 | 3 | 4 | 2 | 5 | 1 | -2 | -22 | -2
37 | CN(C(=O)c1ccccc1C(=O)OCC(=O)NC(=O)NC(C)(C)C)C1CCCCC1 | 16 | -3 | -12 | 7 | 2 | 1 | -2 | 20 | -4
38 | O=S(=O)(Cc1ccccc1)Nc1ccc(Br)cn1 | -21 | -8 | -5 | -6 | 2 | 0 | 5 | 1 | 2
39 | COc1ccc(/C=N/NC(=O)CN(C2=NS(=O)(=O)c3ccccc32)c2ccccc2)cc1OC | -18 | -2 | -4 | -17 | -2 | 4 | 11 | 5 | -2
40 | COc1ccc(-c2nsc(SCC(=O)Nc3ccc4c(c3)OCO4)n2)cc1 | -1 | 2 | 32* | -11 | -5 | 2 | 0 | 5 | 0
41 | N#C/C(=C/c1ccc(Oc2ccc([N+](=O)[O-])cn2)cc1)C(=O)N1CCOCC1 | -8 | 0 | -13 | 4 | 4 | 3 | 2 | 0 | -3
42 | COCCNC(=O)c1ccccc1NC(=O)c1ccccc1N(C)S(=O)(=O)c1ccc(C)cc1 | -5 | -2 | -19 | 5 | 4 | -5 | 2 | 10 | -1
43 | COc1cccc(-n2nc(C(=O)Nc3ccc4c(c3)OCO4)c3ccccc3c2=O)c1 | -19 | -3 | -6 | -6 | -4 | 6 | 6 | 8 | -2
44 | COc1cc2nc(N(C)C)nc(N)c2cc1OC | -9 | 0 | 5 | -6 | -1 | 1 | -4 | 0 | 2
45 | S=c1[nH]nc(CSc2nc3ccccc3s2)n1C1CCCCC1 | 15 | -8 | -16 | -11 | 6 | 3 | 9 | 0 | 0
46 | CC1=NN(/C(=N\c2nnc(C)s2)Nc2ccc(C(C)(C)C)cc2)[C@H](c2ccc(C)cc2)S1 | -20 | -6 | -4 | -22 | -1 | -8 | 6 | -9 | -4
47 | CS(=O)(=O)N1CCN(C(=O)CCC2CCCC2)CC1 | -3 | -7 | -17 | 7 | -2 | 4 | 3 | 2 | -1
48 | O=C(O)c1cccc(CSc2n[nH]c(-c3ccc(Cl)cc3Cl)n2)c1 | -17 | -4 | -7 | -5 | 0 | 4 | 1 | 3 | -3
49 | CC(=O)Cn1nnc2sc(-c3ccccc3)cc2c1=O | 19 | -5 | -4 | 3 | 3 | 5 | -4 | 28 | -2
50 | Cc1ccccc1N1CCN(C(=O)CCN2C(=O)c3ccccc3C2=O)CC1 | -13 | 0 | -3 | -16 | 0 | -4 | 0 | 0 | -2

Continued.
no. | smiles | NPY1 pot ag | RBBP9 inhibitor | Mdm2 ligase inh | NPY2 pot ag | Runt-SMMHC FRET | p97 ATPase inh | NPY-Y1 antag | Hck Nef HTS | Runt-CBFb FRET
51 | CC12CCC(c3nnc(SCc4ccc(Cl)cc4)nc31)C2(C)C (centres undefined) | -18 | -3 | 5 | -12 | 2 | 0 | 6 | 11 | 0
52 | Cc1ccc(NC(=S)N(CCCN2CCN(C)CC2)Cc2cccs2)cc1C | 0 | -2 | -10 | -9 | 1 | 4 | 3 | -24 | 0
53 | O=C(OCn1nnc2ccccc2c1=O)c1ccc2c(=O)n3c(nc2c1)CCC3 | 4 | -10 | -13 | -3 | 2 | 3 | -3 | 2 | 0
54 | O=C(NCC1CCCO1)[C@@H]1CSC2c3ccccc3C(=O)N21 (some centres undefined) | 5 | -4 | -10 | 5 | -5 | -4 | 4 | -1 | -4
55 | C=CCn1c(O)c(CN2CCOCC2)c(C)c(C#N)c1=O | 5 | -5 | . | -4 | -15 | -5 | 2 | 1 | -8
56 | COc1ccc(C2c3ccc(O)cc3Oc3ncn(Cc4ccco4)c(=N)c32)cc1 (centres undefined) | 3 | -8 | -9 | -3 | 28 | 12 | . | 18 | 97*
57 | CN1CCN(C(=O)C2=C[C@H](c3coc4ccccc4c3=O)C[C@H](OCCCCO)O2)CC1 | 13 | 6 | . | 5 | 1 | 4 | 1 | 0 | 0
58 | COC(=O)/C=C(\C)N=Nc1c(O)[nH]c2ccccc12 | -8 | 1 | -16 | -28 | -31 | -2 | . | -81 | -11
59 | CCOC(=O)N1CCN(C(=O)CSc2nnc(C3COc4ccccc4O3)o2)CC1 (centres undefined) | -13 | 5 | -9 | -9 | -1 | 0 | 1 | 1 | 0
60 | O=C1c2oc3ccccc3c(=O)c2C(c2cccc(O)c2)N1c1ccccn1 (centres undefined) | 14 | -3 | -11 | 4 | 0 | 3 | -1 | 2 | -2

Random draw from the library; any-hit rate near 3.5%.
